# Compound activity: PubChem BioAssay, National Center for Advancing Translational Sciences (NCATS)
# MCF10A rerep = DNA re-replication induction in MCF 10a cells. 350,000 tested, 2.9% active. MCF 10A DNA re-replication, Hoechst nuclear intensity, 48 h. Potency, µM (doses to about 46.1 µM), without a hit: top-dose activity, positive = re-replication, hits mostly activators; note: potency is the fitted concentration of half-maximal effect; % of control where 0% means no effect; nearly all actives have a fitted effect of over 50% in size
# SW480 rereplic = induces DNA re-replication in SW480 colon adenocarcinoma cells | SW480 DNA re-replication, Hoechst DNA content imaging, 48 h | Potency, µM (titrated, usually from 46.1 µM), for inactives: at the top dose re-replication activation, most hits filed as activators | 340,000 tested, 1.8% active; note: potency is the fitted concentration of half-maximal effect; % of control where 0% means no effect; nearly all actives have a fitted effect of over 55% in size
#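 Readout is total intensity of Hoechst-stained nuclei, excited at 405 nm and collected at 500-530 nm. Compound treatment lasted 48 hr at 37 C in 5% CO2 before staining.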
# KB-V1 cytotox = KB-V1 MDR subline cytotoxicity. KB-V1 MDR cells viability, CellTiter-Glo, 72 h. Potency, µM (titrated, usually from 46.1 µM), inactives show at the top dose activity change, negative = cytotoxicity, most hits filed as cytotoxic. AID 1347076. 400,000 tested, 3.4% active; note: potency is the fitted concentration of half-maximal effect; % is set by controls: 0 for no effect and ±100 for the full control effect; nearly all actives have a fitted effect of over 60% in size
#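 qHTS viability screen in drug-selected KB-V1 MDR cells: 72 h compound treatment at 37 degrees C, ATP luminescence end point.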
# WRN inhibitor = inhibitors of human WRN helicase. 360,000 tested, 0.46% active. Potency, µM (highest dose often 114 µM), without a hit: top-dose activity change, negative = inhibition, hits mostly inhibitors. WRN helicase unwinding, fluorescent forked duplex, kinetic; note: potency is the fitted concentration of half-maximal effect; % is set by controls: 0 for no effect and ±100 for the full control effect; nearly all actives have a fitted effect of over 55% in size
# Target sequence (Q14191 whole entry, looked up): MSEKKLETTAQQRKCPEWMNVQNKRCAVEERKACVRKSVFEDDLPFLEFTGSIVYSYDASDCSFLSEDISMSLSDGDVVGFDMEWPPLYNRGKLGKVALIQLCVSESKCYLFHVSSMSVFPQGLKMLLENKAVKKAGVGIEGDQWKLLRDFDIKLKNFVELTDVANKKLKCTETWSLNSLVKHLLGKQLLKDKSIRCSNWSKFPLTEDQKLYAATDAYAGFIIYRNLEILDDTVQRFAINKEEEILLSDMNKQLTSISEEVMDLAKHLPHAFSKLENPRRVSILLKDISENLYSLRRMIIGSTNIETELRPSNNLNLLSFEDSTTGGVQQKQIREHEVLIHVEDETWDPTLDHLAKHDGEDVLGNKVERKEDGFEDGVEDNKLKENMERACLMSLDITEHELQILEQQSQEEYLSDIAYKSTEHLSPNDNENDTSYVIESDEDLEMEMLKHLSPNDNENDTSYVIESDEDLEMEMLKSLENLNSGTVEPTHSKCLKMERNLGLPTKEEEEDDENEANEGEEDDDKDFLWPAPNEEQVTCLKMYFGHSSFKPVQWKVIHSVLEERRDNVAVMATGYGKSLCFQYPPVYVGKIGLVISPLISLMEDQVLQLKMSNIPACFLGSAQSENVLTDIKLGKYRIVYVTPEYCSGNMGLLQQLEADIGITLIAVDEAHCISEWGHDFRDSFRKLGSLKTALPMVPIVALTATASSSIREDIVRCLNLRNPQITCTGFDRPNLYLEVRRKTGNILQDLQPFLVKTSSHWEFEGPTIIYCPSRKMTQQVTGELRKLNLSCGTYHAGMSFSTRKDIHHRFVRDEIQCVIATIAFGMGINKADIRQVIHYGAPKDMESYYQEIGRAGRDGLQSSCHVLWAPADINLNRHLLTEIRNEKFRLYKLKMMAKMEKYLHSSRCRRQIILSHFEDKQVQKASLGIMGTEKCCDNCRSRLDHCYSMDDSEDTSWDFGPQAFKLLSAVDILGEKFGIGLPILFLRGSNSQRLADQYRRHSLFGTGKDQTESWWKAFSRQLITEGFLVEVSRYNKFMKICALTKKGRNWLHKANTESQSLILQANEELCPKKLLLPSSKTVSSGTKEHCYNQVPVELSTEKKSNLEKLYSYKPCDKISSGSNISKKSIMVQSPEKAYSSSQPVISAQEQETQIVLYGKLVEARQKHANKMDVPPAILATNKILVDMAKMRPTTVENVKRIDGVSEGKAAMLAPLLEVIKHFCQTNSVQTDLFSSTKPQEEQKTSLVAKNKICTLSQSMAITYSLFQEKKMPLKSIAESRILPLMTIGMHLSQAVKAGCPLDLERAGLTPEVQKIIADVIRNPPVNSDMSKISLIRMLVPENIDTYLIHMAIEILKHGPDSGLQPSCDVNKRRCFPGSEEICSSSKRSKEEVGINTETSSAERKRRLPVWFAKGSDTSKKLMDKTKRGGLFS
#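 WRN at 20 nM final was preincubated with compound for 15 min at room temperature; reaction started with 100 nM forked duplex oligonucleotide carrying fluorophore and quencher plus 2 mM ATP (final). Unwinding followed kinetically by red fluorescence (ex 525/em 598 nm).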
# HT1080 IDH1KD tx = HT-1080 IDH1 knockdown cell toxicity (counter line); 360,000 tested, 2% active; AID 686971; HT-1080 IDH1 knockdown viability, ATP luminescence, 48 h; Potency, µM (highest dose often 46.1 µM), for inactives: at the top dose activity, negative = toxicity, most hits filed as cytotoxic;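 note: potency is the fitted concentration of half-maximal effect; 0% = DMSO wells and -100% = cell-free medium wells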
#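 HT-1080-IDH1KD cells (IDH1 knocked down), 750/well in RPMI with 5% FBS, treated with compound 48 h at 37 degrees C. Viability by CellTiter-Glo luminescence, normalised to DMSO and no-cell wells; concentration-response curves classed.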
# ATXN2 expr inh = inhibitors of ATXN2 expression; HEK-293 ATXN2-luciferase reporter, luminescence, 24 h; Potency, µM (titrated, usually from 57 µM), for inactives: at the highest dose activity change, negative = inhibition, most hits filed as inhibitors; 360,000 tested, 0.72% active; note: potency is the fitted concentration of half-maximal effect; % is set by controls: 0 for no effect and ±100 for the full control effect; nearly all actives have a fitted effect of over 55% in size
#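 qHTS (up to 57 uM final) was run with 24 h compound exposure of reporter cells at 37 °C. Each well was multiplexed: SteadyGlo luminescence measured ATXN2-luciferase expression after a fluorogenic Gly-Phe-AFC viability readout (25 uM final).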
# HT1080-NT tox = kills 2HG-producing HT-1080-NT fibrosarcoma cells | HT-1080-NT fibrosarcoma viability, CellTiter-Glo ATP luminescence, 48 h | Potency, µM (titrated, usually from 46.1 µM), inactives show at the top dose activity, negative = less viability, hits mostly cytotoxic | 360,000 tested, 1.6% active | AID 686970;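 note: NT is the 2HG producing partner of a matched IDH1 knockdown line; potency is the fitted concentration of half-maximal effect; 0% = DMSO-treated cells and -100% = media-only wells without cells; nearly all actives have a fitted effect of over 55% in size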
#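 Viability of the 2HG-overproducing fibrosarcoma line after 48 hours of compound exposure at 37 degrees C was determined by luminescence with CellTiter-Glo, and concentration-effect curves were then fitted and categorized.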
# KB-3-1 tox = KB-3-1 parental cell cytotoxicity | KB-3-1 viability, CellTiter-Glo ATP luminescence, 72 h | Potency, µM (highest dose often 46.1 µM), for inactives: top-dose activity change, negative = cytotoxic, most hits filed as cytotoxic | 400,000 tested, 1.4% active | AID 1347075; note: potency is the fitted concentration of half-maximal effect; % is set by controls: 0 for no effect and ±100 for the full control effect; nearly all actives have a fitted effect of over 60% in size
#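 Parental KB-3-1 adenocarcinoma cells in phenol-red-free DMEM with 10% FBS were pin-treated with compounds at several concentrations, incubated 72 h at 37 °C, and viability read by CellTiter-Glo luminescence; concentration-effect curves were fitted after normalization.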
# IL1B secr inh = blocks inflammasome-driven IL-1 beta release | THP-1 LPS/ATP IL-1B secretion, AlphaLISA, 16 h; active compounds read low | activity change, % at 57.5 µM | 360,000 tested, 4.7% active | AID 743279; in the data active = activity change below about -50%; inconclusive = mostly about -30% to -49%; note: % is set by controls: 0 for no effect and ±100 for the full control effect
#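 Secreted IL-1B measured by AlphaLISA bead assay after 16 h compound exposure of THP-1 cells; compounds (final up to 57.5 uM) added 1 h before LPS (250 ng/mL) and ATP (1.25 mM) stimulation; lower signal means less secretion.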
# Active calls of the source: *; ? = inconclusive; nt = not tested or not shown; [ ] = another dose, or the depositor's remark. Unless noted, calls come from the whole dose curve; as a rule, active = well fitted curve in the direction sought with a large enough effect; inconclusive = small, poorly fitted or top-dose-only effect, or another doubt; inactive = no such curve, though single readings can be large; an effect the other way counts as inactive or inconclusive.
molecule	MCF10A rerep	SW480 rereplic	KB-V1 cytotox	WRN inhibitor	HT1080 IDH1KD tx	ATXN2 expr inh	HT1080-NT tox	KB-3-1 tox	IL1B secr inh
CCOc1ccccc1CNC(=O)C1CCN(c2nc3ccccc3o2)CC1	1.9%	-4.6%	-7.6%	6.0%	-1.7%	-33.9%	-1.9%	-1.4%	?
Cc1cc(C)n(-c2ccc(C(=O)OCC(=O)NCc3ccco3)cc2)n1	-7.0%	-6.9%	9.6%	10.2%	9.7%	-9.8%	12.6%	1.8%	-1.2
Cc1ccc(CNC(=O)CCc2c(C)nc3ncnn3c2C)cc1	-2.3%	-3.6%	-7.4%	-5.8%	2.3%	3.8%	5.3%	-3.6%	-0.5
O=C(Nc1ccc2ccccc2n1)c1ccc(Cl)cc1	-1.9%	2.3%	-0.5%	-0.1%	?	77.2%[activator]	?	-3.1%	40.4
C/C(CC(=O)Nc1ccccc1F)=N\NC(=O)Cc1ccc(Cl)cc1	?	-19.6%	-1.1%	-5.6%	9.5%	-2.6%	7.3%	9.5%	10.3
O=C(NCCN1CCc2ccccc2C1)C1CCN(S(=O)(=O)N2CCC3(CC2)OCCO3)CC1	-2.4%	0.3%	-7.8%	-5.8%	7.8%	5.3%	-11.0%	8.7%	30.5
Cc1ccc(C)c(N2CCN(S(=O)(=O)c3ccc(-c4cc(C)no4)s3)CC2)c1	13.9%	-25.9%	21.6%	-4.7%	-1.7%	nt	-0.9%	-4.6%	-1.3
C/C(NC(=O)c1cccs1)=C1\C(=O)C[C@@H]2[C@H]1C2(C)C	7.3%	-4.4%	-8.8%	-7.2%	-3.9%	60.2%[activator]	-0.8%	-13.9%	-16.9
Cn1c(O)c(N=Nc2ccc(F)cc2)c2ccccc21	23.8%	-0.7%	-24.6%	-10.7%	-9.9%	-2.6%	-1.4%	-13.6%	-15.5
CC(=O)c1sc(NCc2ccc(C)cc2)nc1C	?	3.2%	-27.0%	-2.6%	-3.9%	29.0%	0.0%	11.8%	19.9
CCOC(=O)c1[nH]c2ccc(OC)cc2c1NC(=O)CN1CCC2(CC1)OCCO2	1.9%	1.9%	4.1%	1.3%	7.4%	-27.2%	17.4%	2.4%	0.0
COC(=O)CCC(=O)OC1(C)C(=O)C=C2C=C(C3CC3)N(C3CCCCC3)C=C2C1=O (centres undefined)	-2.6%	?	-20.2%	10.0%	8.3%	10.1%	-3.2%	1.1%	23.3
OCC1(CCc2ccccc2)CCN(Cc2c(F)ccc(F)c2F)CC1	4.8%	-8.4%	12.2%	-1.2%	6.0%	nt	0.0%	2.9%	4.0
O=C(Cc1ccc(Cl)c(Cl)c1)NNC(=S)NCC1CCCO1 (centres undefined)	4.6%	-8.3%	-1.8%	-2.6%	-4.2%	-15.0%	16.9%	?	-6.8
CCCn1c(SCC(=O)Nc2cccc(C)n2)nc2c1c(=O)n(C)c(=O)n2C	-2.6%	-3.3%	?	-6.9%[57.1 µM]	13.2%	-4.3%	-0.9%	-15.1%	22.2
CCNC(=O)C1(C)CCN1C(=O)Cc1ccc(C(C)C)cc1 (centres undefined)	nt	nt	0.0%	-0.9%	0.6%	12.3%	5.1%	0.0%	57.2

# The list goes on; the last 3 above are carried over.
molecule	MCF10A rerep	SW480 rereplic	KB-V1 cytotox	WRN inhibitor	HT1080 IDH1KD tx	ATXN2 expr inh	HT1080-NT tox	KB-3-1 tox	IL1B secr inh
O=C(Cc1ccc(Cl)c(Cl)c1)NNC(=S)NCC1CCCO1 (centres undefined)	4.6%	-8.3%	-1.8%	-2.6%	-4.2%	-15.0%	16.9%	?	-6.8
CCCn1c(SCC(=O)Nc2cccc(C)n2)nc2c1c(=O)n(C)c(=O)n2C	-2.6%	-3.3%	?	-6.9%[57.1 µM]	13.2%	-4.3%	-0.9%	-15.1%	22.2
CCNC(=O)C1(C)CCN1C(=O)Cc1ccc(C(C)C)cc1 (centres undefined)	nt	nt	0.0%	-0.9%	0.6%	12.3%	5.1%	0.0%	57.2
COC(=O)CC(c1ccc(OC)c(OC)c1)c1ccc(OC)c(OC)c1	-23.3%	?	9.1%	4.5%[57.1 µM]	8.1%	-7.7%[11.3 µM]	0.9%	22.8%	21.0
Cn1c(=O)[nH]c(=O)c2c1nc(SCC(N)=O)n2Cc1cccc(Br)c1	0.3%	4.6%	-3.3%	2.4%	-5.4%	46.5%[activator]	3.8%	?	-8.4
S=c1nc(-c2ccc(Br)cc2)oc2c1CCCC2	11.7%	-5.4%	?	-5.4%	16.6%	54.6%[activator]	16.2%	-12.0%	23.2
Cn1c(C(=O)NC2CCCCC2)cc2c(=O)n3ccccc3nc21	-0.5%	-1.7%	?	-9.7%	0.0%	nt	11.7%	2.3%	-7.0
O=C(NCc1ccco1)c1ccc(-c2cccc(Cl)c2)o1	-6.6%	7.9%	-20.6%	-16.1%	-19.4%	?	-2.4%	1.7%	-27.3
O=C(CCCCCN1C(=O)CCC1=O)Nc1ccc2c(c1)OCCO2	-2.4%	1.3%	18.2%	11.5%	24.0%	6.5%	17.6%	15.0%	5.4
O=C(NC1CCCCC1)C(c1ccccc1F)N(C(=O)c1csnn1)C1CCCC1 (centres undefined)	-2.2%	2.1%	?	27.9%	7.4%	6.6%	14.2%	?	-21.3
CCC1CCCCN1C(=O)c1ccc(OC2CCN(C(=O)COC)CC2)cc1 (centres undefined)	?	-2.1%	-29.2%	11.0%	1.7%	13.5%	1.5%	16.6%	8.6
CCc1nc2ccc(C(=O)NCc3ccccc3OC)cn2c1N(C)Cc1ccc(N(C)C)cc1	nt	nt	2.1%	-8.7%	-0.1%	-9.9%	0.0%	0.0%	-16.9
O=C(Nc1ccc(F)cc1)Nc1cc(S(=O)(=O)N2CCOCC2)ccc1N1CCCC1	11.1%	-12.3%	-8.8%	-2.7%	-0.5%	-8.7%	1.0%	-5.4%	5.4
O=C(CNC1CCCC1)Nc1cc(Cl)ccc1[N+](=O)[O-]	13.5%	-4.5%	-18.0%	-9.5%	-11.6%	-1.2%	4.0%	10.6%	-0.3
O=C(CN1C(=O)/C(=C/c2ccccc2F)Oc2ccccc21)N1CCN(c2ccccn2)CC1	14.5%	1.1%	0.0%	0.3%	17.2%	-2.0%	20.1%	-0.2%	1.7
Cc1cc(C)c2c(c1)/C(=N/NS(=O)(=O)c1ccc(Br)cc1)CCC2	7.08µM*	2.7%	?	7.6%[57.1 µM]	-20.1%	-8.2%	-26.7%	2.7%	-3.5
CCSc1nnc(-c2cnn(-c3ccccc3)c2-n2cccc2)n1C	4.8%	-3.5%	-15.9%	-1.9%	14.5%	-14.4%	5.8%	-11.9%	17.5
Cc1ccc(NC(=O)c2sc3nc(N4CCOCC4)c4c(c3c2N)CCCC4)cc1	nt	nt	3.8%	10.2%	0.4%	nt	-0.3%	-10.1%	-22.9
COc1ccccc1CC(=O)OC(C)C(=O)Nc1ccc(S(=O)(=O)N2CCCCC2)cc1 (centres undefined)	5.8%	2.8%	?	-9.9%	7.9%	-7.6%	4.5%	1.9%	10.5
C=Cc1ccc(C(=O)N2CCCC(CCC(=O)N3CCN(c4ccccn4)CC3)C2)cc1 (centres undefined)	-1.8%	33.3%	2.9%	7.1%	-0.5%	-14.5%	-4.3%	-1.8%	-2.3
CC1(C)C[C@H](O)[C@@]23C[C@@H](OC2=O)[C@]2(C)C(=CCC4[C@@]5(C)CC[C@H](O)C(C)(C)C5CC[C@]42C)[C@@H]3C1 (some centres undefined)	?	-0.9%	-4.6%	-5.1%	7.8%	-11.3%	26.3%	-9.7%	31.7
CCNC(=S)NNC(=O)c1cc(-c2cccc(OCC)c2)nc2ccccc12	0.9%	-14.3%	-12.1%	-1.0%	7.3%	45.2%[activator]	?	15.3%	-1.2
Cc1ccc(-c2noc(CN(C)C(=O)c3ccoc3C)n2)cc1	-0.4%	-5.5%	4.2%	9.5%	2.6%	4.5%	-24.3%	-3.3%	0.0
CCc1ccc(NS(=O)(=O)c2cccc3nsnc23)cc1	5.5%	2.5%	-10.2%	1.5%	-28.2%	7.0%	-9.7%	-14.2%	5.5
CCOc1ccc(C(=O)NCC(=O)OCc2cc([N+](=O)[O-])cc3c2OCOC3)cc1OCC	?	-5.5%	-2.3%	4.3%	9.2%	-3.5%	13.8%	8.2%	15.7
O=C(Cc1ccccc1)NN=Cc1ccccc1	5.5%	-4.5%	-5.7%	-3.7%	11.8%	11.6%	18.9%	7.7%	-9.7
CC(=O)NC(CCS(C)(=O)=O)C(=O)Nc1cc(Cl)ccc1Cl (centres undefined)	5.1%	-5.0%	8.5%	1.4%	2.9%	-15.1%	-1.7%	9.4%	12.2
CCCCn1c(N)c(N(C)C(=O)c2ccc(OCC3CCCO3)cc2)c(=O)[nH]c1=O (centres undefined)	-8.0%	-3.8%	-3.1%	3.8%	-5.7%	-11.9%	11.1%	1.6%	0.0
COc1ccc(OC)c(N(CC(=O)NCCSCc2ccco2)S(=O)(=O)c2ccccc2)c1	?	10.4%	?	-0.7%	-0.7%	3.4%	0.7%	-4.3%	4.4
CCn1nc(C)c(/C=N/NC(=O)c2ccoc2C)c1C	8.4%	-4.0%	0.0%	5.7%	-11.6%	-8.9%	-5.7%	1.2%	-8.8
Cc1cc(-c2onc(C)c2C(N)=O)no1	23.5%	11.6%	27.9%	-3.1%	13.2%	10.5%	16.1%	1.3%	-2.2
